Screens from PubChem BioAssay.
NRP1-CendR mod = modulators of CendR peptide binding to human neuropilin-1; O14786; FAM-RPARPAR peptide binding to NRP-1, fluorescence polarization; inhibition, % at 25 µM; 360,000 compounds, 0.85% hits; AID 602438;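 active means inhibition or corrected inhibition above about 18%, plus a signal ratio from 0.5 to 1.5, limit read from the data, passing the limit was not always enough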; further: strong numbers were not always called active
SKN-1 inh = C. elegans SKN-1 inhibition. C. elegans VP596 Pgst-4::GFP/RFP ratio, acrylamide-induced, 24 h. inhibition, % at 21.8 µM. 360,000 compounds, 0.49% hits;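 active means interference check ratio from 0.5 to 1.5 plus GFP to RFP signal ratio inhibition reaching or exceeding a fixed threshold, cut at about 30% in these data, passing the limit was not always enough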; further: some compounds called inactive have numbers as strong as hits
LMPTP block = blocks human LMPTP phosphatase; P24666; recombinant LMPTP-A, OMFP fluorogenic substrate, fluorescence intensity; inhibition, % at 20 µM; 360,000 compounds, 0.22% hits; AID 651560;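 active means compounds that cut the enzyme signal by at least half of the control window in the single-dose screen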;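 further: plate controls were DMSO wells with enzyme plus substrate for no effect and substrate without enzyme for full effect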
Target sequence (P24666 whole entry, looked up): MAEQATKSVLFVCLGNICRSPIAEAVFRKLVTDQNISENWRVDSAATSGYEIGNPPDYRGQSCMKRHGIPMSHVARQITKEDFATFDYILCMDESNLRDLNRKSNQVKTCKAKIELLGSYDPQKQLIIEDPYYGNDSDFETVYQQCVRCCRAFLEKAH
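Test system: LMPTP-A phosphatase enzyme; input: 0.625 nM LMPTP-A final; reagent: OMFP substrate, 400 µM final; compound dosing: 20 µM single dose, 3% DMSO; incubation: 50 min dark incubation at room temperature; measured by: endpoint fluorescence intensity from OMFP dephosphorylation; measure: % inhibition relative to no-enzyme and uninhibited control wells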
Neddylation inh = cullin neddylation inhibition; 360,000 compounds, 0.58% hits; AID 651699; TR-FRET cullin neddylation, biochemical; calls only at 25 µM; P61081+Q13564; in the data active means inhibition above about 36%
SUMO1 PPI mod = SUMO1-SIM interaction modulation; SUMO1 binding to a labelled peptide, TR-FRET, 1 h; P63165; inhibition, % at 20 µM; 360,000 compounds, 0.33% hits; in the data active means inhibition above about 37%
Target sequence (P63165 whole entry, looked up): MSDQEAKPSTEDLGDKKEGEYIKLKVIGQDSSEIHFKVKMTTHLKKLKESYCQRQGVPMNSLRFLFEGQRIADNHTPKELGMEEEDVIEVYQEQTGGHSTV
Scp1 inh = Scp-1 (human) phosphatase inhibition. 340,000 compounds, 0.88% hits. AID 493091. inhibition, % at 20 µM. Q9GZU7. Recombinant Scp1, phosphopeptide, malachite green phosphate absorbance;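 active means inhibition above about 50% at 20 µM, limit read from the data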;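 further: plate controls were DMSO wells with enzyme for no effect and wells lacking enzyme for full effect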
Target sequence (Q9GZU7 76-261 limits assumed): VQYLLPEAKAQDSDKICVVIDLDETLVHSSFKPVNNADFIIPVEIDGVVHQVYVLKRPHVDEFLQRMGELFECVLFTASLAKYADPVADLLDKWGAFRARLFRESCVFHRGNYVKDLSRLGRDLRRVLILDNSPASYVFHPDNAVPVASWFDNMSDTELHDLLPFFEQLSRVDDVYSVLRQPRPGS
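Times: enzyme reaction 45 min at room temperature, colour 5 min, stabilisation 30 min. Material: SCP-1 catalytic fragment, aa 76-261. Medium: Acidic Tris acetate buffer with magnesium and detergent. Signal: colorimetric free-phosphate detection, absorbance 630 nm. Read-out basis: % inhibition of SCP-1 phosphate liberation. Reagent: Phosphorylated 17-residue peptide substrate.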
DNMT1 block = inhibitors of human DNMT1 | AID 588458 | 360,000 compounds, 0.83% hits | inhibition (reported as % activation of signal), % at 10 µM | DNMT1 molecular beacon, Hinp1I cleavage, fluorescence | P26358; in the data active means inhibition above about 50%
STEP inh = inhibitors of human striatal-enriched phosphatase STEP | recombinant STEP, OMFP fluorogenic substrate, fluorescence | AID 588621 | inhibition, % at 20 µM | 360,000 compounds, 0.25% hits | P54829;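 active means inhibition at 20 µM, scaled per plate between control wells, above about 37%, limit read from the data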;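 further: 0% = DMSO with enzyme and substrate and 100% = substrate only without enzyme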
Target sequence (P54829 whole entry, looked up): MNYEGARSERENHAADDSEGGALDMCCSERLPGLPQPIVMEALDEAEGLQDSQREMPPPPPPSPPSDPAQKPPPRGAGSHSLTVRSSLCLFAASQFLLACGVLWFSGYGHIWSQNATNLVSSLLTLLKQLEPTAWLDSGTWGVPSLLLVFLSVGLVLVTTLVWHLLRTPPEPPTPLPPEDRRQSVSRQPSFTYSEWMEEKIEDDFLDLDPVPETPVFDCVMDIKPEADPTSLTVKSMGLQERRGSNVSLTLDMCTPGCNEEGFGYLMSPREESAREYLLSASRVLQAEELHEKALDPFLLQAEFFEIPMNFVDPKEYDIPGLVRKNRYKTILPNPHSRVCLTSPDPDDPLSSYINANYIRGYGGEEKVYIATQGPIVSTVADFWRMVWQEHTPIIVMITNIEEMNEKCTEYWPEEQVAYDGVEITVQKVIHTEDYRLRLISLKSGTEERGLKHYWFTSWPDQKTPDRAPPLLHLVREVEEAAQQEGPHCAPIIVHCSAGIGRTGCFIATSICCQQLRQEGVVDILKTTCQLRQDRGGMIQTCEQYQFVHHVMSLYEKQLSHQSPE
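Test system: STEP tyrosine phosphatase / Reagent: OMFP at 25 µM / Doses: 20 µM, 1% DMSO / Read-out: percent inhibition scaled to no-enzyme and uninhibited-enzyme controls, plate-pattern corrected / Detection: FITC-channel fluorescence of OMFP product / Medium: Bis-Tris buffer pH 6.0, 2.5 mM DTT, 0.005% Tween 20 / Schedule: 20 min at room temperature, dark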
NadD inh = blocks S. aureus nicotinate mononucleotide adenylyltransferase | purified NadD enzyme, colorimetric absorbance read-out | inhibition, % at 20 µM | 360,000 compounds, 0.78% hits; in the data active means inhibition above about 26%; further: some compounds past the cut are filed as inactive
Tb MetRS inh = Trypanosoma brucei MetRS inhibition. AID 624268. inhibition, % at 11.9 µM. 360,000 compounds, 0.4% hits. purified T. brucei MetRS, ATP depletion, Kinase-Glo luminescence;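 active means inhibition above a per-plate cutoff of the control wells' mean inhibition plus 3 SD, cut at about 5.5% in these data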;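 further: 0% = DMSO wells median and 100% = median of wells with control inhibitor compound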
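Material: T. brucei methionyl-tRNA synthetase, purified; reagent: substrates ATP, L-methionine and bulk Escherichia coli tRNA; dosing: 11.9 µM single point; timing: 15 min plus 2 h at 25 °C; detection: luminescence of leftover ATP; evaluation: % inhibition; control set: DMSO-only wells as low control; replicates: singlicate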
Numbers without * were called inactive; i = inactive; . = not tested or not shown.

The opening eleven records, to show the layout:
Fields – NadD inh	Neddylation inh	STEP inh	DNMT1 block	LMPTP block	SUMO1 PPI mod	SKN-1 inh	Scp1 inh	Tb MetRS inh	NRP1-CendR mod
CCC(c1nnc(SCC(=O)Nc2ccc(C(=O)N(C)C)cc2)n1Cc1ccccc1)N(C)C (stereo not drawn)
 : 1	i	-3	1	-7.4	-33	-17	-1	-0.4	-4
CN(C)c1ccc(C2C3C(=O)NC(=O)C3ON2c2ccc(Cl)cc2)cc1 (stereo not drawn)
 : 5	i	-2	-2	0.3	2	3	-12	0.9	-8
CCCc1nc(-c2cc3ccccc3[nH]c2=O)no1
 : -4	i	-2	1	0.3	4	1	-5	-0.3	-17
CCOc1ccc(N(C(=O)CNC(=O)c2ccco2)C(C(=O)NCC2CCCO2)c2ccccc2)cc1 (stereo not drawn)
 : -1	i	-2	1	-1.3	0	9	4	-0.9	7
Cc1onc(-c2ccccc2)c1C(=O)NC(C)CCc1ccccc1 (stereo not drawn)
 : -4	i	1	-1	-0.2	2	6	-5	0.8	1
O=C(NCCCc1ccccc1)c1cncc(Br)c1
 : -1	i	-2	2	-1.1	18	-8	9	-0.5	4
Cc1ccc(S(=O)(=O)NCc2cccnc2)s1
 : 3	i	-1	-6	-1.3	2	-15	0	-1.0	-10
COC(=O)c1ccccc1C(=O)c1cccc2ccccc12
 : -3	i	-2	-2	1.3	-15	15	-11	-0.9	5
COCCNC(=O)C1(C)CCN(C(=O)c2ccc(C(F)(F)F)nc2C)C1 (stereo not drawn)
 : -4	i	1	2	0.1	3	4	.	-0.4	-5
COc1ccc(Cc2nnc(NC(=O)CSc3ccccc3)s2)cc1OC
 : -4	i	1	0	-1.3	-1	5	-6	-0.3	8
COCCNC(=O)c1ccc(CS(=O)(=O)c2ccc(C)cc2)o1
 : 1	i	2	4	-0.9	2	-1	-4	0.9	4

All compounds of this part, previewed entries included:
Fields – NadD inh	Neddylation inh	STEP inh	DNMT1 block	LMPTP block	SUMO1 PPI mod	SKN-1 inh	Scp1 inh	Tb MetRS inh	NRP1-CendR mod
CCC(c1nnc(SCC(=O)Nc2ccc(C(=O)N(C)C)cc2)n1Cc1ccccc1)N(C)C (stereo not drawn)
 : 1	i	-3	1	-7.4	-33	-17	-1	-0.4	-4
CN(C)c1ccc(C2C3C(=O)NC(=O)C3ON2c2ccc(Cl)cc2)cc1 (stereo not drawn)
 : 5	i	-2	-2	0.3	2	3	-12	0.9	-8
CCCc1nc(-c2cc3ccccc3[nH]c2=O)no1
 : -4	i	-2	1	0.3	4	1	-5	-0.3	-17
CCOc1ccc(N(C(=O)CNC(=O)c2ccco2)C(C(=O)NCC2CCCO2)c2ccccc2)cc1 (stereo not drawn)
 : -1	i	-2	1	-1.3	0	9	4	-0.9	7
Cc1onc(-c2ccccc2)c1C(=O)NC(C)CCc1ccccc1 (stereo not drawn)
 : -4	i	1	-1	-0.2	2	6	-5	0.8	1
O=C(NCCCc1ccccc1)c1cncc(Br)c1
 : -1	i	-2	2	-1.1	18	-8	9	-0.5	4
Cc1ccc(S(=O)(=O)NCc2cccnc2)s1
 : 3	i	-1	-6	-1.3	2	-15	0	-1.0	-10
COC(=O)c1ccccc1C(=O)c1cccc2ccccc12
 : -3	i	-2	-2	1.3	-15	15	-11	-0.9	5
COCCNC(=O)C1(C)CCN(C(=O)c2ccc(C(F)(F)F)nc2C)C1 (stereo not drawn)
 : -4	i	1	2	0.1	3	4	.	-0.4	-5
COc1ccc(Cc2nnc(NC(=O)CSc3ccccc3)s2)cc1OC
 : -4	i	1	0	-1.3	-1	5	-6	-0.3	8
COCCNC(=O)c1ccc(CS(=O)(=O)c2ccc(C)cc2)o1
 : 1	i	2	4	-0.9	2	-1	-4	0.9	4
CCOc1ccc(S(=O)(=O)Nc2ccc(C(=O)N(CC)CC(=O)NCc3cccs3)cc2)cc1
 : 4	i	5	1	0.3	0	9	.	0.3	-13
CC12CCC(C(=O)N3CCCCC3)([C@H](Br)C1=O)C2(C)C (stereo partly drawn)
 : 1	i	-2	0	-0.6	1	5	-7	0.5	10
Cc1cccc(NC(=O)[C@H](Cc2c[nH]c3ccccc23)NC(=O)[C@@H]2Cc3ccccc3CN2)c1
 : 17	i	0	-17	-1.1	4	2	12	-0.6	-7
Cc1c(C(=O)N(Cc2ccccc2)C2CCS(=O)(=O)C2)oc2ccccc12 (stereo not drawn)
 : -4	i	3	2	0.7	0	-1	-9	0.3	-9
CCCNC(=O)C1(C)CCCN(Cc2c(C)nn(-c3ccccc3)c2C)C1 (stereo not drawn)
 : -2	i	0	-1	-0.6	1	-4	.	0.2	-3
CN(CC(=O)N1CCN(c2ccc(F)cc2)CC1)S(=O)(=O)c1ccc2c(c1)c(=O)n(C)c(=O)n2C
 : 1	i	-2	0	0.1	7	2	-8	-0.2	12
COCCn1nnnc1C(c1cc(OC)ccc1OC)N1CCc2ccccc2C1 (stereo not drawn)
 : -4	i	1	-5	-2.8	-1	-2	-5	-1.4	-6
Cc1ccc(S(=O)(=O)NCCc2ccncc2)cc1[N+](=O)[O-]
 : -8	i	0	-2	-1.3	-7	3	-10	-1.2	12
C=C(C)C(=O)Nc1cccc(C2=NOC3(C2)C[C@@H](C(N)=O)N(C(=O)CC(c2ccccc2)c2ccccc2)C3)c1 (stereo partly drawn)
 : 2	i	1	101*	1.2	77*	-3	62*	-0.2	-11
COCC(=O)N(C)C[C@@H]1Oc2cc(-c3ccc(F)cc3)ccc2S(=O)(=O)N([C@H](C)CO)C[C@H]1C
 : 2	i	-3	1	-1.2	-1	-7	.	-0.4	4
O=C(Nc1nnc(-c2ccccc2)o1)c1cc(-c2cccs2)nc2ccccc12
 : 41*	i	3	-15	4.3	15	0	-10	0.1	-12
COc1ccc(/C=C2\SC(=S)N(CC(=O)OCC(=O)Nc3ccc(C)cc3Cl)C2=O)cc1
 : 14	i	2	1	1.1	-8	2	-4	-0.4	34*
Cc1ccsc1/C=C(\C#N)C(=O)NCCCN1CCOCC1
 : -2	i	1	-4	-0.3	-21	4	-8	-0.5	5
O=C1[C@@H]2Cc3c([nH]c4ccccc34)CN2C(=O)CN1CCCO
 : -3	i	-1	1	-0.3	4	6	-13	0.4	15
Cc1nn(-c2ccccc2)c(N2CCCC2)c1C=O
 : 5	i	-4	0	-0.3	-3	-1	-14	0.0	-3
C/C(=N\NC(=S)Nc1ccccc1C)C1Cc2ccccc2C(=O)O1 (stereo not drawn)
 : -2	i	2	-4	-0.6	0	0	-1	-1.0	-5
CCOC(=O)c1sc(NC(=O)c2cc(-c3ccc(C)cc3)nc3ccccc23)c(C#N)c1C
 : 42*	i	10	-23	1.9	4	4	-11	0.0	-16
CCCCCCc1cc2cc(C(=O)Nc3cccc(OC)c3)c(=O)oc2cc1O
 : -2	.	2	16	-3.5	2	7	-27	-1.0	-2
Cc1ccnc(SCC(=O)c2ccc(Br)s2)n1
 : -2	i	2	0	0.3	-9	5	-3	0.3	1
Cn1cc(SCC(=O)Nc2nccs2)c2ccccc21
 : -3	i	2	-6	-0.6	-2	6	-1	-1.3	8
CCn1c(SCC(=O)c2ccc(NS(=O)(=O)c3ccccc3)cc2)nnc1-c1cccs1
 : 14	i	-1	-9	1.1	4	-5	4	-0.9	5
CC(C)n1nnc2c(=O)oc3ccccc3c21
 : -20	i	-3	1	-2.0	4	-8	-3	-0.3	-1
O=C(C1=C(O)C(=O)N(CCc2ccccc2)C1c1cccs1)c1ccco1 (stereo not drawn)
 : 5	i	3	1	2.0	-6	-1	-3	-0.9	-24
Cc1c(C)c(C)c(S(=O)(=O)N2CCC3(CC2)OCCO3)c(C)c1C
 : -6	i	2	0	0.7	2	6	-9	0.0	-3
Cn1c(=O)c2[nH]c(CSCc3ccccc3)nc2n(C)c1=O
 : -2	i	0	3	-1.1	-6	9	-8	-0.3	10
CCCn1cc(CN2CCC(n3nccc3NC(=O)c3ccc4c(c3)OCO4)CC2)c(C)n1
 : -5	i	-2	1	-0.2	-3	-9	-5	-0.4	4
Cc1ccc(C23CC4CC(CC(C(=O)OCC(=O)NC5CCS(=O)(=O)C5)(C4)C2)C3)cc1 (stereo not drawn)
 : -6	i	-1	3	-1.6	-3	7	-9	-0.2	-8
O=C(O)c1ccc(NC2OC[C@@H](O)[C@H](O)[C@H]2O)cc1 (stereo partly drawn)
 : -1	i	-1	6	-1.6	-1	9	16	-0.1	-4
CCOC(=O)c1ccc(NC(=S)NCc2ccc(S(N)(=O)=O)cc2)cc1
 : 0	i	4	-4	0.0	4	10	-4	1.0	12
CCC(CO)Oc1cc(NC(=O)c2cccc(Cl)c2)c2ncn(C(C)C)c2c1 (stereo not drawn)
 : 2	i	0	3	0.5	2	3	2	-0.1	-3
O=C(CSc1nncn1-c1cccnc1)Nc1cccc([N+](=O)[O-])c1
 : -3	i	1	-1	-0.7	-15	11	-5	-0.1	-16
CCN(CC)CCNC(=O)c1ccc(NC(=O)c2c(C)nn(-c3ccc(F)cc3)c2Cl)cc1
 : -8	i	3	-5	-0.2	-6	-3	-7	-0.5	8
CC(=O)N1CCCc2cc(S(=O)(=O)N(C)CCC#N)ccc21
 : -7	i	-2	1	0.6	-1	0	3	-0.8	3
CN(CC(=O)NNC(=O)Cc1ccccc1F)S(=O)(=O)c1ccc(Cl)cc1
 : -9	i	-1	1	-1.3	0	-20	-6	-0.8	0
COC(=O)c1c(-c2ccccc2)noc1-c1ccccc1
 : -5	i	-2	-1	3.2	1	45*	-18	0.2	-3
CC(C)CC(=O)N1CCN(Cc2ccccc2Cl)CC1
 : -7	i	1	-1	-1.1	4	2	-8	-0.1	-6
COc1cc(OC)cc(C2=Cc3ccccc3C(CC(C)=O)N2c2ccc(C#CC3(O)CCCCC3)cc2)c1 (stereo not drawn)
 : 13	.	.	.	3.0	0	1	.	0.0	-12
CN(C)/C=C/C=C1C(=O)CCCC1=O
 : -1	i	2	55*	0.4	-6	-16	58*	-1.0	-11
CCOc1ccc(/C(O)=C2/C(=O)C(=O)N(Cc3cccnc3)C2c2ccc(N(C)C)cc2)c(C)c1 (stereo not drawn)
 : 5	i	-1	2	-0.8	5	10	-8	-1.0	6
